Source: PubChem
Y pestis TopoI: inhibitors of Yersinia pestis topoisomerase I | actives 0.064% (n = 360,000) | AID 504884 | activity, % at 10 µM | Y. pestis Topo-I cleavage product accumulation, plate reader; in the data active = activity above about 50%, passing the limit was not always enough; note: inactives centre near 2
Anthrax LF inh2: anthrax lethal factor protease inhibition | inhibition, % at 10 µM | actives 0.12% (n = 360,000) | P15917 | multiplex microsphere protease cleavage assay, LF; note: plate controls were buffer without enzyme for full effect and enzyme alone for no effect
PrPC TRFRET: inhibitors of human cell surface prion protein PrPC; AID 720596; P04156; actives 0.43% (n = 370,000); TR-FRET read-out; inhibition, % at 13.8 µM; in the data active = inhibition above about 24%; note: 0% = median of the test wells and 100% = reference compound wells
TcdB inh: TcdB glycohydrolase inhibition; TcdB glycohydrolase enzymatic assay, plate reader; P18177; inhibition, % at 9.99 µM; actives 0.24% (n = 350,000); in the data active = inhibition above about 10%
Target sequence (P18177 whole entry, looked up): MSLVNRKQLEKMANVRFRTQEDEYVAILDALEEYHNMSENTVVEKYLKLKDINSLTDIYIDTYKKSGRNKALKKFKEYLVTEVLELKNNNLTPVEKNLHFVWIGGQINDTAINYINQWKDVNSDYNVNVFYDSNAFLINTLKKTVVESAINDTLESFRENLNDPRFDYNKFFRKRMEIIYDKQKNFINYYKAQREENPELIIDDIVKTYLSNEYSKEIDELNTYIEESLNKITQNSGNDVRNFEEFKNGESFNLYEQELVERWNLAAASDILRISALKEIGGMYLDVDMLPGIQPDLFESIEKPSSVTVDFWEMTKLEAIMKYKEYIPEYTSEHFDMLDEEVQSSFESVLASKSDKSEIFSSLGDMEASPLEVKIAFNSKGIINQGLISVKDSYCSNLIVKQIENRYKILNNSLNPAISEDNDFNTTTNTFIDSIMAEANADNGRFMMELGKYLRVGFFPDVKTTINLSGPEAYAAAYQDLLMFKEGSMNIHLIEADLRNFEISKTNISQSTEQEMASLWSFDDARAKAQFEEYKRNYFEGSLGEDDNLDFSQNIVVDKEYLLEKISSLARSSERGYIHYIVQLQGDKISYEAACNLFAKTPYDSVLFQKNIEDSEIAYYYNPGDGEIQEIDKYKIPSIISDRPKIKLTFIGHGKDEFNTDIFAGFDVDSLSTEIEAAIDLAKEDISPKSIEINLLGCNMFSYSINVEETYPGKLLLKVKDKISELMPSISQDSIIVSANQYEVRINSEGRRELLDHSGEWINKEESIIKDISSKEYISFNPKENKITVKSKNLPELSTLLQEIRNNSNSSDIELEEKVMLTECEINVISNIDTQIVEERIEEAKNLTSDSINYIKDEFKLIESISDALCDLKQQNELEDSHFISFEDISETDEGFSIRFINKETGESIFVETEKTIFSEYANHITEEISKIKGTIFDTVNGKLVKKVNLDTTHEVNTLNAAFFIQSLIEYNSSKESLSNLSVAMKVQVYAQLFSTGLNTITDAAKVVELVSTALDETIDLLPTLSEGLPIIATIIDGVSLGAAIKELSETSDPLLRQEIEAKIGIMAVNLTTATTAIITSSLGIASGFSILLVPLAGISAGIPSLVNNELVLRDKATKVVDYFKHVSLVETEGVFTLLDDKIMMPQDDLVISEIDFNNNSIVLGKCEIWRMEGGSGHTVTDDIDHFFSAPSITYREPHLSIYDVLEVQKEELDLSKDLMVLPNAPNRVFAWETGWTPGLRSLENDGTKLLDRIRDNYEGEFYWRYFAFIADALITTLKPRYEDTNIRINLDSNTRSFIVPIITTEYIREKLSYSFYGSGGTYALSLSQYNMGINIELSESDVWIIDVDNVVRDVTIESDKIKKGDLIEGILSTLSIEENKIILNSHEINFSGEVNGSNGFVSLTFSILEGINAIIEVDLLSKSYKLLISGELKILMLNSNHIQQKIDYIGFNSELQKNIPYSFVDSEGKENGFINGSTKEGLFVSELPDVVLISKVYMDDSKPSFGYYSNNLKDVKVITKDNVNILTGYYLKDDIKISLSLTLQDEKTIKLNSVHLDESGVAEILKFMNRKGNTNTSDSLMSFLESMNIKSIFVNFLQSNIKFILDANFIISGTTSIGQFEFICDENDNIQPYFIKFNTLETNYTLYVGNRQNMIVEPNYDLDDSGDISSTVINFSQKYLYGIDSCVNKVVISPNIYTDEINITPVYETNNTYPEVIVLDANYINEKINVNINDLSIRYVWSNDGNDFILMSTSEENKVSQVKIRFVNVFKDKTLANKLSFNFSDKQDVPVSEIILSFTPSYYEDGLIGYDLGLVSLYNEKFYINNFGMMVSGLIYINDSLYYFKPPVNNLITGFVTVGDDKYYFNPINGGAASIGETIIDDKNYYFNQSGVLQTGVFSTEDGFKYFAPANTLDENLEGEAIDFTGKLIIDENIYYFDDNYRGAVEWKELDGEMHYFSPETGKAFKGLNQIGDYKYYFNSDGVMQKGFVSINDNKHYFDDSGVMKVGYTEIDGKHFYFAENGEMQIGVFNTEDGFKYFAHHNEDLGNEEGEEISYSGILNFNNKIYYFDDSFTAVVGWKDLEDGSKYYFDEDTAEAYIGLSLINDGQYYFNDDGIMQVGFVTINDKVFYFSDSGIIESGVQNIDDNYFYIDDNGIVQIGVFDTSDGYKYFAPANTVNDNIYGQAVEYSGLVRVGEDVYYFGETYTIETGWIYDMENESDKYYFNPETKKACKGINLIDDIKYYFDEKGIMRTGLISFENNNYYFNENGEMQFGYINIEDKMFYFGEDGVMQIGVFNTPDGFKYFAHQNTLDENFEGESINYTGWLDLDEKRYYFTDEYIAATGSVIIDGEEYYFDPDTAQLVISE
SSB-PriA inh: inhibitors of Klebsiella pneumoniae PriA binding to SSB C-terminal tail; AID 1272365; actives 0.6% (n = 430,000); AlphaScreen SSBct-PriA binding, biotinylated peptide; inhibition, % at 33 µM; in the data active = inhibition mostly above about 37%, no sharp cut-off; inactive = mostly below about 20%;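 note: plate controls were negative control peptide for no effect and reference peptide for full effect; strong numbers were not always called active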
Vc quorum ag: induces V. cholerae light production without autoinducers; actives 0.16% (n = 350,000); V. cholerae BH1578 lux reporter, luminescence, 6 h; activation, % at 18.7 µM; AID 588436; in the data active = activation mostly above about 9.7%, no sharp cut-off; note: not every result past the cut was called active; inactives centre near 0; reference of the scale not given here
PfHsp40 yeast: rescue of PfHsp40-mediated yeast toxicity; S. cerevisiae expressing PfHsp40, growth rescue, ATP luminescence; growth rescue, % at 12.5 µM; actives 0.68% (n = 340,000); AID 504582; in the data active = growth rescue above about 28%, passing the limit was not always enough;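 note: yeast W303a lacking pdr1 and pdr3 grown in galactose medium; growth measured after three days at 30 °C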
BoNT-A LC inh2: BoNT A light chain protease inhibition; multiplex microsphere protease substrate cleavage, flow cytometry; inhibition, % at 10 µM; actives 0.17% (n = 360,000); AID 588499; note: plate controls were buffer without enzyme for full effect and enzyme alone for no effect
3CLpro inhibitor: SARS-CoV 3CLpro protease inhibition; recombinant SARS-CoV 3CLpro, quenched FRET peptide cleavage; inhibition, % at 6 µM; actives 0.14% (n = 290,000); in the data active = inhibition above about 12%
The depositor's hits bear a star; i = inactive; / = no result given; & = joins results of further samples. Cut-off read from the data, not from the text of the source, unless noted: active = inhibition above about 30%; inconclusive = no clear call, values can overlap the other calls; inactive = below that. This is a subset. The share of hits here may be higher or lower than overall.

Structure	BoNT-A LC inh2	TcdB inh	Anthrax LF inh2	PrPC TRFRET	SSB-PriA inh	Y pestis TopoI	3CLpro inhibitor	PfHsp40 yeast	Vc quorum ag
COc1cc(CN2CCCCCC2)cc([N+](=O)[O-])c1O	-4.9	1.2	-5.9	-6.1	-12.5	3.3	-0.7	0.9	0.3
C/C(=N\NC(=O)CNc1ccccc1Cl)C(C)(C)C	-0.3	/	2.7	-3.4	/	10.5	-5.0	-0.9	i
O=C(Nn1c(C2CCCCC2)nc2ccccc2c1=O)c1cc(Cl)ccc1[N+](=O)[O-]	-0.3	0.9	-2.2	4.4	2.5	-2.1	0.8	0.8	-0.2
COc1cccc(NC(=O)COC(=O)c2c(C)noc2C)c1	0.0	-0.2	-6.2	-1.0	-1.5	-5.2	/	-1.5	0.0
Cc1ccc(Cn2nc3c4cc(F)ccc4n(Cc4ccc(F)cc4)cc-3c2=O)cc1	0.8	2.4	-3.0	-1.7	-4.2	2.7	2.1	-1.3	-0.5
Cc1ccc(CSC2=NCCN2C(=O)C2CC2)cc1	0.5	/	0.1	0.3	-60.7	-1.1	-7.0	-1.5	0.5
CCOC(=O)c1ccc(NC(=O)c2cccc(S(=O)(=O)N3CCOCC3)c2)cc1	0.1	/	1.9	14.5	-2.8	5.2	-0.4	-0.1	-1.0
COc1cc(-c2nnc(SCc3ccccc3Cl)o2)cc(OC)c1OC	-0.3	/	-3.7	-2.7	-10.2	33.8	2.7	5.1	-5.9
O=C(/C=C/c1ccccc1)Nc1cccc(C(=O)N2CCCC2)c1	-0.7	1.8	-8.9	-2.3	-16.9	6.0	/	-0.9	i
O=C(CCN1CCOCC1)N1c2ccccc2Sc2ccc(Cl)cc21	-1.1	-0.1	9.2	3.9	4.0	8.4	0.9	1.1	i
C=CCNC(=O)C(=O)NCC(c1ccc2c(c1)OCO2)N1CCN(c2ccc(F)cc2)CC1 (stereo unspecified)	0.0	0.2	-1.3	-0.1	-1.3	9.3	-1.6	0.2	i
CC(=O)c1ccc(N2CCN(c3ncccn3)CC2)cc1	0.9	2.2	-0.9	-5.8	-5.5	-2.1	7.1	-1.3	-0.5
C/C(=C\c1ccc(F)cc1)C(=O)c1c(C)cc(C)[nH]c1=O	1.1	-0.5	3.3	-6.0	-3.1	4.8	5.7	-0.2	1.1
CCOC(=O)CN1C(=O)C(O)(CC(=O)c2ccccn2)c2ccccc21 (stereo unspecified)	-0.6	0.7	-4.5	-1.6	-2.6	5.9	-1.2	-0.7	-0.3
COc1cccc(CN(C)C(=O)c2ccccc2SCC(=O)N2CCCC2)c1	0.1	1.1	-5.2	-2.0	-3.5	3.7	/	0.1	5.6
CN(C)Cc1ccccc1CCc1ccccc1	/	0.1	/	11.1	-3.8	-0.3	/	/	-0.6
CCOC(=O)N1CCC(N2C(=O)c3ccc(C(=O)NCCOC)cc3C2=O)CC1	-2.0	0.3	11.1	-1.2	-7.3	-0.8	1.5	1.2	i
Nc1[nH]n2c(=O)c3c(nc2c1N=Nc1ccc(Cl)cc1)CCCC3	-0.3	/	-3.0	-6.9	-4.7	11.8	10.1	-0.4	-0.6
O=c1sc2ccccc2n1Cc1ccccc1	-0.5	0.9	-3.8	2.2	-21.6	2.2	4.3	1.0	-6.7
C=CCn1c(=O)c2c(nc3n2CCS3)n(C)c1=O	0.6	-2.0	-0.5	5.8	-5.0	-1.3	-1.6	-1.1	i
O=C(c1ccc(F)cc1)N1CCN(S(=O)(=O)c2ccc3c(c2)OCCO3)CC1	-0.1	1.8	-0.1	5.3	/	-0.6	/	/	-0.2
CCc1c(C)nc(SCc2cccnc2)[nH]c1=O	1.3	/	3.8	/	3.2&-5.0	-10.4	-3.0	1.9	-2.0
CCCn1c(N)c(N(CCOC)C(=O)c2ccc(C#N)cc2)c(=O)[nH]c1=O	-0.2	1.7	-7.8	-0.3	5.8	-6.4	-2.6	0.7	-0.4
COC(=O)c1ccc(/C=C/C(=O)O)cc1	-0.6	0.0	-6.2	4.9	-11.1	3.1	-1.0	-0.4	0.6
COc1ccc(S(=O)(=O)N2CCc3ccccc32)cc1C(=O)NC1(C)CCS(=O)(=O)C1 (stereo unspecified)	-0.4	-1.8	-1.6	-3.9	-2.9	10.6	/	0.4	i

(further entries)
Structure	BoNT-A LC inh2	TcdB inh	Anthrax LF inh2	PrPC TRFRET	SSB-PriA inh	Y pestis TopoI	3CLpro inhibitor	PfHsp40 yeast	Vc quorum ag
COc1ccc(/C=N/NC(=O)CCCOc2ccc(Cl)cc2Cl)cc1	-0.4	-0.5	-1.7	1.5	/	10.4	2.7	7.7	i
O=C(COc1ccc(S(=O)(=O)N2CCCCC2)cc1)NCc1ccccn1	1.4	0.1	1.2	2.9	1.1	-12.6	2.7	-0.9	-0.1
Nc1nnnn1/N=C/c1ccccc1O	-0.9	1.2	-18.7	-11.3	/	-0.7	/	0.5	-0.4
Cc1ccc2[nH]c(=O)c(C(c3nnnn3C3CCCC3)N3CCCc4ccccc43)cc2c1 (stereo unspecified)	1.0	/	12.1	-11.3	-8.2	-1.3	-3.8	-0.2	-0.3
CCOc1c(Br)cc(/C=C(\C#N)C(=O)NC2CC2)cc1OC	1.5	0.7	-2.0	-0.6	-0.9	0.5	-2.7	-0.1	-0.4
CC[n+]1cc(-c2ccccc2)nc(N2CCOCC2)n1	-0.1	0.3	4.1	-44.2	-7.5	-1.4	2.5	0.2	i
O=C(Cc1n[nH]c(=O)c2ccccc12)OCC(=O)c1ccc(F)cc1	-1.6	-0.1	-1.5	5.0	-4.4	-2.4	/	0.2	i
CN(CC(=O)Nc1c(Cl)cccc1Cl)C(=O)CNC(=O)C1CCCCC1	-1.7	0.7	-5.4	-1.6	5.0	8.3	-2.9	-0.5	i
O=P(c1ccccc1)(c1ccccc1)c1cc(S(=O)(=O)O)ccc1O	0.5	-0.4	-6.1	-4.6	-2.8	2.6	-2.1	1.2	i
O=C(/C=C/c1ccco1)Nc1ccccc1N1CCOCC1	-0.1	0.3	0.1	-5.6	-13.6	6.9	2.7	-0.6	-0.4
COc1ccc([N+](=O)[O-])cc1NC(=O)CSCc1cc(C)cc(C)c1	-0.3	3.3	-0.7	-2.5	-2.5	13.3	1.0	7.4	-0.3
CC1C(c2ccccc2)=[N+]([O-])C2(CCCCC2)N1O (stereo unspecified)	-0.3	/	-1.4	-0.9	-12.5	8.0	0.1	0.9	-1.1
OC(c1ccccc1)C(O)C(c1ccccc1)N1CCCCC1 (stereo unspecified)	-0.5	-1.9	-5.8	7.9	-15.8	-4.4	/	0.9	10.6
COC(=O)c1ccc(NC(=S)Nc2ccccc2)cc1	-0.4	1.0	-6.1	4.7	-10.1	-1.5	-5.6	0.0	-2.0
CCCCSc1nc(SCC(=O)NCc2ccco2)c2c3c(sc2n1)COC(C)(CC)C3 (stereo unspecified)	0.5	/	-2.8	6.6	6.8	10.0	0.1	0.3	-0.4
COc1cc(NS(=O)(=O)c2ccc(NC(=S)NC(=O)/C=C/c3ccc(F)cc3)cc2)ncn1	-1.1	0.2	-2.9	-0.1	2.3	0.1	4.3	0.4	-0.3
CCCCN(C)CCNC(=O)c1ccc(Cn2c(=S)[nH]c3ccc(Br)cc3c2=O)cc1	-0.3	-2.1	-4.2	-23.2	0.5	-9.6	-3.1	-0.2	-0.3
COc1ccc(S(=O)(=O)N2CCCCCC2)cc1C(=O)N(C)CC(=O)Nc1ccc(F)cc1	3.2	-0.2	-0.1	-10.8	6.1	3.1	/	0.1	-0.4
O=C(O/N=C(\c1ccccc1)c1ccccn1)c1ccc(Cl)c(Cl)c1	0.0	/	0.0	0.4	/	3.8	-3.7	-0.7	-0.1
Cc1c(C(=O)N(C)CCCCN2CCOCC2)oc2c(F)cccc12	1.5	1.2	8.9	-6.3	-7.9	5.9	-3.0	-0.2	i
Cc1cc(Cl)c(O)c(-n2nc3ccccc3n2)c1	-0.3	0.6	-3.3	-0.6	-5.8	2.6	2.7	0.0	-4.4
CCOc1cc(S(=O)(=O)N2CCC(C(N)=O)CC2)ccc1F	-0.9	/	-2.6	3.0	-23.8	3.3	-1.1	-0.5	-0.3
CCN(CC)c1ccc(C2C(C(=O)OC(C)C)C(=O)CC(C)(O)C2C(=O)OC(C)C)cc1 (stereo unspecified)	-0.9	/	0.0	-1.5	7.1	-7.4	0.3	-0.2	i
COc1cccc(N2CCN(C(=O)CN(c3cc(C)cc(C)c3)S(=O)(=O)c3c(C)noc3C)CC2)c1	-1.2	0.1	-3.0	7.1	-3.8	30.4	8.2	-0.5	-3.8
COc1ccc(/C=C/C(=O)NCC2COc3ccccc3O2)cc1OC (stereo unspecified)	-0.3	0.1	-0.9	7.0	1.4	0.3	2.4	1.2	i

Some of these compounds in order of formula weight, highest first:
Structure	BoNT-A LC inh2	TcdB inh	Anthrax LF inh2	PrPC TRFRET	SSB-PriA inh	Y pestis TopoI	3CLpro inhibitor	PfHsp40 yeast	Vc quorum ag
CCCCN(C)CCNC(=O)c1ccc(Cn2c(=S)[nH]c3ccc(Br)cc3c2=O)cc1	-0.3	-2.1	-4.2	-23.2	0.5	-9.6	-3.1	-0.2	-0.3
Cc1ccc2[nH]c(=O)c(C(c3nnnn3C3CCCC3)N3CCCc4ccccc43)cc2c1 (stereo unspecified)	1.0	/	12.1	-11.3	-8.2	-1.3	-3.8	-0.2	-0.3
Nc1nnnn1/N=C/c1ccccc1O	-0.9	1.2	-18.7	-11.3	/	-0.7	/	0.5	-0.4

Additional entries:
Structure	BoNT-A LC inh2	TcdB inh	Anthrax LF inh2	PrPC TRFRET	SSB-PriA inh	Y pestis TopoI	3CLpro inhibitor	PfHsp40 yeast	Vc quorum ag
O=c1nc(Nc2cccc(Cl)c2)oc2cc(Cl)oc(=O)c12	1.2	1.9	14.5	13.2	5.4	2.1	3.5	-2.9	5.6
CCOc1ccc(S(=O)(=O)/N=C(/Nc2ccc(C(C)=O)cc2)c2ccccc2)cc1	0.5	-6.1	-0.8	11.5	/	16.5	/	0.7	i
COc1ccc(CNC(=O)CSc2nnc(-c3ccc(NC(C)=O)cc3)n2C)cc1	4.6	/	-6.6	3.0	-1.5	2.2	2.4	0.6	i
COc1cccc(C2=CC(=O)C[C@H](c3ccc(OC)c(OC)c3)C2)c1	0.0	2.2	-6.9	-2.2	4.0	16.9	/	2.3	i
O=C(C=Cc1ccco1)c1ccco1	-0.2	-12.2	-8.1	-1.8	-10.8	4.6	/	-2.4	i
CCCCC1CC(CSc2ncn[nH]2)OC1=O (stereo unspecified)	-1.2	/	1.9	1.1	-20.5	-0.5	-6.5	1.5	i
O=C(Cc1ccc(Br)cc1)N1CCN(c2ccccn2)CC1	-0.1	/	-1.0	1.5	-2.5	10.4	2.0	0.1	-0.4
NC1(C#Cc2ccc3oc(=O)c(-n4cc(-c5ccsc5)nn4)cc3c2)CCCCC1	-0.6	0.5	-2.6	-5.5	4.4	-5.3	/	-0.3	-0.8

Individual results from above.
`COc1cccc(C2=CC(=O)C[C@H](c3ccc(OC)c(OC)c3)C2)c1` in TcdB inh is listed with 2.2
`CCOc1ccc(S(=O)(=O)/N=C(/Nc2ccc(C(C)=O)cc2)c2ccccc2)cc1` in PrPC TRFRET is listed with 11.5
`O=c1nc(Nc2cccc(Cl)c2)oc2cc(Cl)oc(=O)c12` in PfHsp40 yeast is listed with -2.9
